ALOX12 inh: Primary qHTS assay for inhibitors of human arachidonate 12S-lipoxygenase (ALOX12): Round 2 | 580,000 compounds, 1.1% hits | Polyunsaturated fatty acid lipoxygenase ALOX12 (Homo sapiens), P18054 | Potency, µM (titrated, usually from 108 µM), inactives show top-dose activity change, negative = inhibition, hits mostly inhibitors | purified 12hLO, xylenol orange hydroperoxide absorbance; active means well fitted inhibition curve with a large enough effect; inconclusive means small, poorly fitted or top-dose-only effect, or another doubt; inactive means no such curve, though single readings can be large or run the other way
Target sequence (P18054 whole entry, looked up): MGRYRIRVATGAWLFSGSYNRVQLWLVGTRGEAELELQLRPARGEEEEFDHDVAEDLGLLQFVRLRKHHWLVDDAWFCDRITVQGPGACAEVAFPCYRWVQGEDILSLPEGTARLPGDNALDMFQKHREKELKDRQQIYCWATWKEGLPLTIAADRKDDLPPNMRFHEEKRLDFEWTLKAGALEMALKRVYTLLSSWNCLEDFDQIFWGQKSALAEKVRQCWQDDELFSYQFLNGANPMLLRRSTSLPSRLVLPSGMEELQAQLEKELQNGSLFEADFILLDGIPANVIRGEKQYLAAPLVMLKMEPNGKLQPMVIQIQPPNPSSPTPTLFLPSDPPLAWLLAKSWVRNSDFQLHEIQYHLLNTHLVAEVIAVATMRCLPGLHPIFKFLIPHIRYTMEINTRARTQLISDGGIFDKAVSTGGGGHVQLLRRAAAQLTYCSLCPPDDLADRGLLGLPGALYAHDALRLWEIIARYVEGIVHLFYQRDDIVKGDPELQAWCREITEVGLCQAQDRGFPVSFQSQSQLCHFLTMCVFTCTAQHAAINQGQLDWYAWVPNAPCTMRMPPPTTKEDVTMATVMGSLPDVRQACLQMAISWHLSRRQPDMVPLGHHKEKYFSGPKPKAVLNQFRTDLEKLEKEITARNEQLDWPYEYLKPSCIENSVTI
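Purified human 12hLO at 150 nM in 25 mM Hepes, 0.01% Triton X-100, pH 7.0, preincubated 15 min at room temperature with compound. Reaction started with 40 uM arachidonic acid, 30 min at room temperature. Hydroperoxide measured by Fe-xylenol orange, 573/405 nm absorbance ratio.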
The depositor's hits bear a star; ? = inconclusive; [ ] = remark or other dose. On the % scale 0 is the no-effect control and ±100 the full control effect; potency means the concentration at half of the fitted maximal effect. Only part of the results is shown. The share of hits here may be higher or lower than overall.

ALOX12 inh | compound
? | O=C(NC1CCCC1)N1CC(=O)N2[C@H](C1)[C@@H](c1ccc(Br)cc1)[C@@H]2CO
20% | Cc1cccnc1CN1CCN(C(=O)C2CC3(CCNCC3)CN2C)CC1 (stereo unspecified)
120%[activator] | Cc1ncoc1C(=O)N1CC[C@H]2C(=O)NCCCCCCN(Cc3ccncc3)[C@@H]2C1
-12% | CCCc1ccc(-c2cc(NC(=O)Cc3c(C)[nH]c4ccccc34)ccc2Nc2cccnc2)cc1
20% | CNC(=O)[C@@H]1CN(C(=O)NCc2ccco2)C[C@H]1c1nc(C)no1
-1% | COc1ccc([C@@H](C)C(=O)c2ccc(O)cc2O)cc1
3% | COc1ccc(-c2ccnc3nc(CCc4ccc(OC)c(OC)c4)nn23)cc1
23% | NC(=O)c1ccc(CC2CCN(C(=O)c3cnccn3)CC2)cc1
15% | NC(=O)[C@@H]1CN(C(=O)c2ccnnc2)C[C@H]1COc1ccccc1
6%[176 µM] | Clc1ccc(-c2nnc([C@H]3CCN(Cc4ccco4)C3)o2)cc1

The closing 2 records of the part before open the next one:
ALOX12 inh | compound
15% | NC(=O)[C@@H]1CN(C(=O)c2ccnnc2)C[C@H]1COc1ccccc1
6%[176 µM] | Clc1ccc(-c2nnc([C@H]3CCN(Cc4ccco4)C3)o2)cc1
-3%[176 µM] | CCCCCCCC/C=C/CCCOC(C)=O
? | COCCN1CC2(CCC1=O)CCN(CC(O)C(F)(F)F)CC2 (stereo unspecified)
-8% | C[C@@H]1ON(C)[C@H]2C[C@H]3c4cc(Br)ccc4CCN3C[C@@H]12
-5% | Cn1nccc1C(=O)N1CCC(Cc2nc(C3CC3)n[nH]2)C1 (stereo unspecified)
37%[176 µM] | CC1=C[C@@H](CN(C)CCO)[C@H](C(C)C)C[C@H]1Cc1nnc(C)o1
? | COc1cccc(C(=O)Nc2ccc3c(c2)CN(Cc2cccc(OC)c2OC)C(=O)C(C)O3)c1 (stereo unspecified)
0%[6.33 µM] | COc1ccc(CN2CCC3(CC2)C(=NC2CCCC2)NC(=O)N3c2cc(F)cc(F)c2)cc1
30%[activator][176 µM] | C[C@H]1CCCN1C(=O)c1nnc(COc2cccc(Cl)c2)n1-c1ccccc1
41%[activator] | O=C([C@@H]1CCCN1Cc1cc(=O)c2cc(F)ccc2[nH]1)N1CCCCC1
23% | Cc1ccccc1S(=O)(=O)N1CCCC(CCC(=O)NCc2ccc(F)cc2)C1 (stereo unspecified)
1% | COc1ccc2[nH]cc(CCNC(=O)C3CC(=O)N(c4n[nH]c5cccc(F)c45)C3)c2c1 (stereo unspecified)
27% | Cc1ccc(OCc2nc(C3CCCN3C(=O)C3CC3)no2)cc1 (stereo unspecified)
-1% | O=c1[nH]c(C2CCCN(CC3CCCCC3)C2)nn1-c1ccc(Cl)cc1 (stereo unspecified)
72%[activator] | COc1nccnc1NC1CCN(C(=O)c2n[nH]c3c2CCCC3)CC1
67%[activator] | Cc1cccc(OCCc2noc(C3CNC3)n2)c1
25% | COCCC(=O)N[C@H]1CC[C@]2(C)CCC([C@H](C)C(=O)NCc3cc(F)cc(F)c3)[C@H](O)[C@H]2[C@@H]1C (stereo partly specified)
38%[activator] | O=C1CCN(S(=O)(=O)c2ccccc2)CCCC(C(=O)N2CCCCCC2)CCN1 (stereo unspecified)
? | O=C(Nc1ccc(Nc2cccnc2)cc1)c1c[nH]c2ccccc12
21% | CC(=O)c1cc(CC(=O)NCc2cc(F)c(F)cc2F)cs1
57%[activator] | CCCn1nc(C)cc1CN(C)C(=O)c1ccc2c(c1)C(O)CCCCCN2CCOC (stereo unspecified)
0% | COc1cc(NC(=O)Cn2ccn3nc4c(c3c2=O)CCCCC4)cc(OC)c1
5%[6.33 µM] | CC(C)CNC(=O)c1cc(C2CC2)nc2onc(C3CCCNC3)c12 (stereo unspecified)
30% | O=C1CN(Cc2ccc(-c3ccsc3)cc2)CCN1c1cc(Cl)ncn1
-8% | COc1ccc(C2Cn3nnc(C(=O)N4CCN(C(=O)c5sccc5C)CC4)c3CO2)cc1 (stereo unspecified)
? | O=C(O)COCC(=O)N1C[C@@H]2C[C@H](C1)c1c(-c3ccc(OC(F)(F)F)cc3)ccc(=O)n1C2
17%[176 µM] | CN(Cc1cccnc1)C1CCCc2ccccc21 (stereo unspecified)
? | c1cc(-c2nc(CC3CCCNC3)no2)ccn1 (stereo unspecified)
-1% | COc1ccc(CNC(=O)CN2C(=O)NC3(CCOCC3)C2=O)cc1
-5% | O=C(CN1C(=O)C(c2ccccc2)=NC12CCCCC2)NC1CCCC1
17% | COc1ccccc1N1CCN(C(=O)[C@H]2O[C@H](CCN3CCN(c4ccccc4)CC3)CC[C@@H]2O)CC1
-5% | O=C1CCN(S(=O)(=O)c2ccccc2)CCCC(C(=O)NCCc2c[nH]c3ccccc23)CCN1 (stereo unspecified)
22% | CCCn1c(C)c(CC(=O)N(C)Cc2cccnc2)c2c1CC(C)(C)CC2=O
37%[activator] | COc1ccc(C(=O)N[C@@H]2CCC[C@@H]2C(=O)NCCCOC(C)C)cc1
-26% | CN1C(=O)N(C)C2(CCN(CCc3ccccc3)C2)C1=O (stereo unspecified)
-3%[176 µM] | COc1cc(-c2cn(C)c(=O)n3cc(COc4ccnn4C)nc23)ccn1
52%[activator] | O=C(C1CC(=O)N(c2n[nH]c3cccc(F)c23)C1)N1CCN(Cc2ccccc2)CC1 (stereo unspecified)
40%[activator] | CCOc1ccc(C(=O)N2CCCN(C(=O)C3CC3)c3ccccc32)cc1
19% | CN(C)[C@@H]1CN(C(=O)c2cccn2C)CC[C@@H]1CO
29% | COCc1noc(CCNc2cc(C)nc(-c3ccccc3O)n2)n1
103%[activator] | COc1cccc(CN2CCN(Cc3ncccc3C)CC2)c1O
42%[activator] | CO[C@H]1[C@H](NC(=O)Cc2cccc(C)c2)c2ccccc2C12CCNCC2
15% | O=C(C[C@@H]1CCNC[C@@H]1Cc1cc(CSc2ccccc2)on1)NCCN1CCOCC1
-8% | CCNC(=O)N[C@H]1CC[C@@]23CCCN2C(=O)CCC[C@H]3[C@H]1C
-6%[176 µM] | O=C1CO[C@H]2CCN(Cc3ccc4c(c3)CCO4)CC[C@@H]2N1c1ccccc1
62%[activator] | O=C(c1cccc(F)c1)N1C[C@@H](CO)[C@H](c2ccncc2)C1
123%[activator] | c1ccc(-c2cccc(-n3ccnc3-c3cc4n(n3)CCCNC4)c2)nc1
0% | COc1ccc(OC)c(CN2CCOc3ccc(C(=O)NCc4ccccc4F)cc3C2)c1
? | COc1ccc(CCNC(=O)CC(c2ccccc2OC)c2c[nH]c3ccccc23)cc1OC (stereo unspecified)
? | O=C(Cc1cccc(Cl)c1)N1CCCC(c2nn(-c3ccc(F)cc3)c(=O)[nH]2)C1 (stereo unspecified)
0% | O=C(c1ccc(F)cc1)N1CCN(C2CCN(Cc3cccnc3)C2=O)CC1 (stereo unspecified)

Continuation:
ALOX12 inh | compound
34%[activator] | O=S(=O)(CCNc1cc(C2CC(O)C2)ncn1)c1ccc(F)cc1 (stereo unspecified)
-9% | O=C(NCCc1noc(C2CC2)n1)c1cccs1
9%[176 µM] | CC(C)N1C(=O)CO[C@H](c2ccc(NC(=O)c3ccc(C#N)cc3)cc2)[C@H]1CO
12%[176 µM] | CN1CCCC2(C1)CN(C)c1ccc(C(=O)NCC3CCCCC3)cc12 (stereo unspecified)
42%[activator][176 µM] | FC(F)(F)Oc1cccc(CNC[C@H]2Cn3ccnc3CO2)c1
67%[activator] | COC[C@H]1CCCN1C(=O)CC[C@@H]1CNC(=O)[C@@H]2C[C@H](NCc3ccc(N(C)C)cc3)CN12
28% | CCC(c1cccs1)N1C(=O)[C@H]2CN(S(=O)(=O)c3ccccc3)C[C@H]2C1=O (stereo partly specified)
50%[activator] | O=C1CC(c2ccccc2)N(Cc2ccncc2)CCCN(C(=O)CC2CCCC2)CCN1 (stereo unspecified)
32%[activator] | Cc1cc(CN(C)c2cc(C3CC(O)C3)ncn2)n[nH]1 (stereo unspecified)
-2%[6.33 µM] | COc1ccccc1-c1nnc2n1C(C(=O)NC(C)C)CC2 (stereo unspecified)

The final 3 compounds of the section above open the next one.
ALOX12 inh | compound
50%[activator] | O=C1CC(c2ccccc2)N(Cc2ccncc2)CCCN(C(=O)CC2CCCC2)CCN1 (stereo unspecified)
32%[activator] | Cc1cc(CN(C)c2cc(C3CC(O)C3)ncn2)n[nH]1 (stereo unspecified)
-2%[6.33 µM] | COc1ccccc1-c1nnc2n1C(C(=O)NC(C)C)CC2 (stereo unspecified)
33%[activator][176 µM] | CCCNC(=O)N1CCOC[C@H](Oc2ccccc2)C1
? | O=C(c1cccc([N+](=O)[O-])c1)N1CCc2c(c3ccccc3n2CC2CC2)C1
31%[activator] | Cc1cc2nc3n(c(=O)c2n1CC(=O)Nc1ccccc1)CCCCC3
-12%[6.33 µM] | CCN(c1ccc2c(c1)OCO2)C1CN(C(=O)OC(C)(C)C)C1
7% | COC1CCCN(c2ccc(C(=O)N3CCC(N4CCOCC4)CC3)cn2)C1 (stereo unspecified)
-3%[6.33 µM] | CC(C)CN1C2CCC1CN(C(=O)Nc1ccccc1F)C2
4% | Cn1cc2c3c(cccc31)CN(C(=O)c1ccccc1Br)CC2
42%[activator] | CN1CCCN(C(=O)CCC[C@@H]2[C@H]3CCCN4CCC[C@@H](CN2Cc2ccccc2)[C@@H]34)CC1
28% | COc1cccc(NC(=O)N2CCC(Oc3ncccc3C(=O)N(C)C)C2)c1 (stereo unspecified)
26% | Cc1ccc(-c2nnc(C3CN(C(=O)c4ccc(C)nc4)CC34CCOCC4)o2)cc1 (stereo unspecified)

Among those listed so far, these have a CF3 group.
ALOX12 inh | compound
? | COCCN1CC2(CCC1=O)CCN(CC(O)C(F)(F)F)CC2 (stereo unspecified)
? | O=C(O)COCC(=O)N1C[C@@H]2C[C@H](C1)c1c(-c3ccc(OC(F)(F)F)cc3)ccc(=O)n1C2
42%[activator][176 µM] | FC(F)(F)Oc1cccc(CNC[C@H]2Cn3ccnc3CO2)c1

Remaining list, next part:
ALOX12 inh | compound
25% | Cc1cc(C(=O)N2C[C@H](NC(=O)Cn3nnnc3N)[C@@H](C3CC3)C2)c(C)o1
3%[176 µM] | CCOCC1(C)COc2ccc(C(=O)Nc3cccc(OC)c3)cc2N1 (stereo unspecified)
35% | CNC(=O)[C@@H]1CN(C(=O)c2cccc(C)n2)C[C@H]1COC
20%[176 µM] | CCN(CC)C(=O)[C@@H]1CCC[C@@H](NC2CCN(C)CC2)CN(C)C(=O)C1
7%[176 µM] | O=C(O)c1ccc(CN2C[C@@H]3OCC(=O)N(Cc4cccnc4)[C@@H]3C2)cc1
76%[activator][176 µM] | CC#CCn1cc2c3c(cccc31)[C@H](CC(C)C)N[C@H](C(=O)NCCN(C)C)C2
12% | COc1ccccc1CCC(=O)N1CCc2nn(C)c(=O)n2CC1
? | COc1cccc(CN2C(=O)OC3(CCN(Cc4cccc(C)c4)CC3)C2(C)c2cccnc2)c1 (stereo unspecified)
1%[176 µM] | CC(C)(C)CC(=O)NC[C@H]1OC[C@@H](NC2CCC2)[C@@H]1O
64%[activator] | C=CCN1CCN(c2nc(C)nc3c2CCN(C(=O)N(C)C)CC3)CC1
30% | COCC1CN(C(C)=O)CC12CCN(S(=O)(=O)c1cccs1)CC2 (stereo unspecified)
25% | CCOc1cccc(CNC(=O)c2noc(-c3ccc(F)cc3)n2)c1
4% | COc1ccc(OC2CCN(C(C)=O)CC2)c(C(=O)NC(C)c2cn(C)nc2C)c1 (stereo unspecified)
-2% | COC[C@@H]1CN(C(=O)c2n[nH]c3ccccc23)C[C@H]1c1nc(C)no1
58%[activator] | O=C(NCc1ccco1)N1CC(c2noc(C3CCCN3CC3CC3)n2)C1 (stereo unspecified)
87%[activator] | COCCCn1c(C)cc(C(=O)N2CCCCCCNC(=O)CC2)c1C
23% | COc1ccc(-c2cc(C[C@@H]3CC[C@H](O)[C@@H](CNC4CCN(C(C)=O)CC4)O3)no2)cc1
-6% | O=C1CCCN1CC(=O)N1CCCC(Nc2ccccc2)C1 (stereo unspecified)
4% | O=C1COCC2(CN1Cc1c(F)cccc1Cl)CN(c1ccc(C(F)(F)F)cn1)C2
-5% | Cc1ccc(CC(=O)NC(C)C(=O)N2CCN(c3ccccn3)CC2)cc1 (stereo unspecified)

Overlap with the part before: 3 entries, then new ones.
ALOX12 inh | compound
-6% | O=C1CCCN1CC(=O)N1CCCC(Nc2ccccc2)C1 (stereo unspecified)
4% | O=C1COCC2(CN1Cc1c(F)cccc1Cl)CN(c1ccc(C(F)(F)F)cn1)C2
-5% | Cc1ccc(CC(=O)NC(C)C(=O)N2CCN(c3ccccn3)CC2)cc1 (stereo unspecified)
? | COc1ccc2cc1Nc1ccc(cc1)C[C@H](NC(=O)Cc1cccc(Cl)c1)C(=O)N(C)[C@H](C(=O)NCCC(C)C)C2
1% | Cc1ccc(C(=O)N2CCC[C@@H]2C(=O)N2CCC[C@@H]2C(=O)NCc2ccccc2)cc1
-4%[176 µM] | Cn1ccc2c(C(=O)NCc3cccnc3)nc(-c3ccncc3)cc21
46%[activator] | CS(=O)(=O)N(C1CCOCC1)C1CN(C(=O)C2(c3ccccc3)CC2)C1
? | OC[C@@H]1CNC[C@H]1C1CCN(Cc2ccncc2F)CC1
2% | COc1cc(NC(=O)c2cc3n(n2)CC(c2ccc(Cl)cc2)OC3)cc(OC)c1OC (stereo unspecified)
89%[activator] | CC(C)N1C[C@H](O)C[C@H]1c1nnc2n1CCN(C(=O)c1ccoc1)C2
44% | COCCN1C(=O)CC[C@]2(C(=O)N(C)CCc3ccccn3)CCCC[C@@H]12
40%[activator] | O=C([C@@H]1C[C@H](F)CN1C(=O)c1ccccc1)N1CCCCC1
